PV pol inh – poliovirus RdRp elongation inhibitors, primary screen, biochemical, fluorescence polarization, total intensity. Genome polyprotein (Poliovirus type 1 (strain Mahoney)), P03300. poliovirus polymerase elongation; stronger effect = lower value. % elongation, % (compound at 16.7 µg/mL). 150,000 tested, 0.66% active. AID 588519, 2011; in the data active = % elongation below about 90%; note: some results filed as inactive read as strong as hits
Target sequence (P03300 1749-2209 limits assumed): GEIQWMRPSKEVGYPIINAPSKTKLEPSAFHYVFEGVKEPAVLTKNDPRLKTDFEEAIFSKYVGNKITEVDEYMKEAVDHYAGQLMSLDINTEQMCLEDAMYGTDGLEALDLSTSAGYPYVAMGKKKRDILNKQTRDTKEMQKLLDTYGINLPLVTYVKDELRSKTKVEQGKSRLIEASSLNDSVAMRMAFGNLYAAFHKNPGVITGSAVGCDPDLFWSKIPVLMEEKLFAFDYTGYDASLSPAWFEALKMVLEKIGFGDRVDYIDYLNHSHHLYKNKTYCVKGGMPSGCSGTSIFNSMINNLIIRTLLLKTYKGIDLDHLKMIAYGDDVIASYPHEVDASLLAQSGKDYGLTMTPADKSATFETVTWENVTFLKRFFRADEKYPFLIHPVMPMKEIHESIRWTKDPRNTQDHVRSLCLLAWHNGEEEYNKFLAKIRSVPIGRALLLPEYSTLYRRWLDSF
PV pol inh FP z-score – second read-out of PV pol inh, no call of its own (marks repeat the call); z-score; measured here: FP z-score; hits read low
* marks the source's active call; other numbers are inactive results. A portion of the library; count on the stated rates, not on these rows.

SMILES	PV pol inh	PV pol inh FP z-score
Cc1cc(C(=O)Nc2sc(C)c(C)c2C(=O)NCc2cccnc2)no1	100	0.1
CCOCN(C(=O)Cn1c(COC)nc2ccccc21)c1c(C)cccc1CC	108	0.2
O=C(NCC1CCCO1)c1cccc(Nc2nc3ccccc3n3cnnc23)c1 (stereo not drawn)	100	-1
Cc1ccc(S(=O)(=O)c2nnn3c2nc(N2CCN(c4ccccc4F)CC2)c2ccccc23)cc1C	105	-0.3
CCOc1ccc(-n2c(=O)c3c(C)c(C(=O)N(C)C)sc3n(Cc3cc(C)ccc3C)c2=O)cc1	98	-1.7
O=C(Cc1ccc(Br)cc1)Nc1ccc(-c2nnc(-c3ccccc3)o2)cc1	98	-1.3
Cc1cccc(C)c1OCC(=O)N(CC(N)=O)C(C)C	103	0
Cn1c2c(c(=O)n(C)c1=O)C(=O)CN2c1ccccc1	106	0.4
CCN(CC)c1ccc2nc3c(=O)n(C)c(=O)n(C)c3nc2c1	79	-5.3
CC(C)(C)NS(=O)(=O)c1ccc(N2CCCCS2(=O)=O)cc1	100	-0.5
O=C(CSc1n[nH]c(-c2ccccc2Cl)n1)N1CCN(c2ccccc2F)CC1	102	-1.4
CCCCNC(=O)c1cc(C)on1	104	0.5
CCCCN(C)S(=O)(=O)c1ccc(C)c(-c2nnc3c4ccccc4c(C)nn23)c1	103	0.4
Cc1cc2oc(=O)cc(-c3cc4ccccc4o3)c2cc1OCC#N	98	-1.6
NC(=S)c1cccc(Br)c1	102	0.1
O=C(NC1(C(F)(F)F)Oc2ccccc2O1)Sc1ccccc1	103	0.4
Cc1ccc(CCNC(=O)c2cc(C)[nH]n2)cc1	104	0.8
N#Cc1c(C(F)(F)F)cc(-c2cccs2)oc1=S	105	0.4
CCOc1ccc2nc(NC(=O)c3cccn(OCc4ccccc4)c3=O)sc2c1	101	-0.3
COc1cc(OC)c(NS(=O)(=O)c2cc(-c3cc(C)no3)ccc2C)cc1Cl	100	-0.6
CCc1ccc2c(CC(=O)O)coc2c1	94	-1.5
Cc1cc(C(=O)Nc2cccc(C(F)(F)F)c2)n[nH]1	100	0.1
C=Cc1ccc2c(c1)N(C)C(=C)S2	104	0.5
COc1ccc(S(=O)(=O)N2CCCCCC2)cc1C(=O)NC1CCCCC1	104	0.1
O=C1CC(c2ccccc2)CC(O)=C1C=NCc1ccccc1 (stereo not drawn)	102	0.3
(listing goes on)
SMILES	PV pol inh	PV pol inh FP z-score
CCn1cc(C(=O)NCCC(C)C)c(=O)c2cc(S(=O)(=O)N(C)C3CCCCC3)ccc21	104	0
Cc1ccc(CNc2nc3c(c(=O)[nH]c(=O)n3C)n2Cc2ccccc2C)cc1	110	0.5
COC(=O)CCNC(=O)N1CCN(c2nnc(C)c3c(C)n(-c4ccc(Cl)cc4)nc23)CC1	108	0.2
CC(C)c1ccc(NC(=O)CC2Oc3ccccc3NC2=O)cc1 (stereo not drawn)	99	-1.7
COc1cc2ccccc2cc1C(=O)Nc1ccc2c(c1)OCCO2	103	0.3
Cc1ccc(Cn2c(CN3CCC(C(=O)NCc4cccnc4)CC3)cc3ccccc32)cc1	112	1.1
CC12CCC(=O)N1C(C(=O)O)CS2 (stereo not drawn)	101	-0.3
CCOC(=O)C1=C(CC)Nc2ccccc2N=C1NC(=O)CCNC(C)=O	105	0.6
O=c1c2sc3ccccc3c2n(Cc2ccccc2F)c(=O)n1CCc1ccccc1	101	-1.1
CC1CC(=O)c2cc(Cl)ccc2S1 (stereo not drawn)	104	1
CC(C)NC(=O)CSc1nc2ccccc2n1CC(=O)N1CCOCC1	101	-0.1
O=C(COC(=O)c1ccc(Br)o1)NCC1CCCCC1	101	-0.4
O=C1c2ccc(-c3ccc4c(c3)C(=O)N(CCO)C4=O)cc2C(=O)N1CCO	101	-0.3
COc1cnn(C2CCCCC2)c(=O)c1Cl	98	-0.8
COc1ccc2cc(-c3nc(Cl)c4c5c(sc4n3)CC(C)CC5)c(=O)oc2c1 (stereo not drawn)	114	2.3
CCc1ccc(NC(=O)COC(=O)CC2(CC(=O)N3CCOCC3)CCCCC2)cc1	103	0
O=C(OCC(=O)N1CCN(S(=O)(=O)c2ccc3ccccc3c2)CC1)c1n[nH]c2ccccc12	106	0.3
O=C(O)c1ccccc1C(=O)NC1CCN(c2nccc(C(F)(F)F)n2)CC1	107	0.3
Cc1cc(C)c(S(=O)(=O)NCc2ccc3c(c2)CCN3C(=O)c2ccccc2)c(C)c1	112	1.1
Cc1noc(C)c1CC(C#N)(Cc1c(C)noc1C)C(=O)Nc1ccccc1	101	-0.2
CN(C)c1ccc(CNC(=O)c2ccc(NC(=O)c3nsc4ccccc34)cc2)cc1	113	1.4
O=C(COc1ccc(S(=O)(=O)NC2CCCCC2)cc1Cl)NCc1ccccn1	100	-0.4
Cc1nonc1NC(=O)c1cccs1	107	0.6
CC1CCN(C(=O)Cn2c(=O)oc3cc(S(=O)(=O)N4CCCCC4)ccc32)CC1	101	-1
CCOC(=O)c1ccc(N2C(=O)c3[nH]nc(-c4ccc(OC)cc4)c3C2c2cccc(O)c2)cc1 (stereo not drawn)	112	1.3
Next section.
SMILES	PV pol inh	PV pol inh FP z-score
Cc1ccc(C)c(NC(=O)CSc2ncnc3sc(C)c(C)c23)c1	104	0.1
Cn1c(=O)c2c(-c3cccc(Br)c3)n(C(C)(C)CO)cc2n(C)c1=O	109	0.4
COc1ccc(NC(=O)NCc2cccn2Cc2ccc(F)cc2)cc1OC	113	2
Cc1ccc(NC(=O)CSc2[nH]c(=O)ncc2C)cc1	104	0.2
CN(C)CCNC(=O)Nc1ccc(F)cc1F	100	-0.1
COc1ccc(CNC(=O)C2CCN(C(=O)c3ccc(-n4ccc5ccccc54)s3)CC2)cc1	109	0.5
O=C(c1cccc(-c2nnc(-c3ccccc3)o2)c1)N1CCCCC1	103	0.9
Cc1cccc(NC(=O)CN(C)S(=O)(=O)c2ccc3c(c2)c(=O)n(C)c(=O)n3C)c1C	98	-0.5
CC(=O)OC(C(=O)c1ccccc1)c1ccccc1 (stereo not drawn)	103	0.2
C=CCn1c(COc2ccc(F)cc2)nnc1SCC(=O)c1ccc[nH]1	100	0
O=C1Nc2cc(C(=O)NC3CC3)ccc2S/C1=C\c1ccccc1	100	-1.1
COc1ccccc1NS(=O)(=O)c1ccc2oc(SCC(=O)c3ccc4c(c3)NC(=O)CO4)nc2c1	99	-0.5
CCCCNc1ccc(-c2nc(-c3ccco3)no2)cc1[N+](=O)[O-]	112	0.9
CCOc1ccc(S(=O)(=O)n2nc(C)c(S(=O)(=O)N3CCCCC3)c2C)cc1	104	-0.6
CN(C(=O)CSc1nc(-c2ccco2)cc(C(F)(F)F)n1)c1ccccc1	103	0.2
CC1CCN(S(=O)(=O)c2ccc3c(c2)N(CC(=O)NC(C)c2ccccc2)C(=O)CO3)CC1 (stereo not drawn)	104	-0.1
COc1ccc(NC(=O)C2C3C=CC4(O3)C2C(=O)N(Cc2cccnc2)C4C(=O)NC2CCCCC2)cc1 (stereo not drawn)	104	2.1
CC(c1ccco1)N(C(=O)C12CC3CC(CC(C3)C1)C2)c1ccccn1 (stereo not drawn)	104	0.3
Cc1cc(C)cc(N2CCn3c2nc2c3c(=O)n(Cc3ccc(Cl)cc3)c(=O)n2C)c1	100	-1.3
C=CCc1cc2c(C)cc(=O)oc2c(I)c1O	100	-0.1
CCC(C(=O)N1CCN(c2cccc(C)c2C)CC1)n1nc(C)c2sc3ccccc3c2c1=O (stereo not drawn)	114	0.4
O=C(NCCCN1CCN(c2ccccc2F)CC1)c1ccc(CS(=O)(=O)c2ccc(Br)cc2)o1	99	-0.7
CC1=C(C(=O)N2CCCCC2)C(c2ccc(Br)cc2)n2c(nc3ccccc32)N1 (stereo not drawn)	104	1.4
Cc1ccc(NC(=O)c2snc3ccc(Cl)cc23)cc1C	99	-0.9
O=C(CCCN1CCC(n2c(=O)[nH]c3ccccc32)CC1)c1ccc(F)cc1	98	-0.1
Additional entries.
SMILES	PV pol inh	PV pol inh FP z-score
O=c1c(Br)cccc(Br)c1O	105	0.6
Cc1cc(N2CCCC2=O)c(N)cc1N	103	0.5
CCn1c(CN2CCCCCC2=O)nnc1SC(C)c1nc2ccccc2c(=O)[nH]1 (stereo not drawn)	104	0.2
Cc1ccc(S(=O)(=O)N(Cc2ccccc2)Cc2ccco2)cc1	103	0.3
CC1C(c2ccccc2)=NOC(C)(C(=O)c2ccccc2)N1O (stereo not drawn)	101	-0.1
COc1cccc(-c2nc(CC(=O)OCC(=O)NC3CCS(=O)(=O)C3)cs2)c1 (stereo not drawn)	102	-0.1
COc1ccc(C2CC(c3ccccc3)=NN2C(=O)COc2ccc(-n3cnnn3)cc2)cc1 (stereo not drawn)	106	0.5
Cc1c(N=Nc2ccc(O)cc2)c(=O)n(-c2ccccc2)n1C	101	0
CN(C)CCSc1nc2ccccc2c(=O)n1-c1ccccc1	107	0.5
COc1ccccc1N(C)S(=O)(=O)c1ccc(C(=O)NC(C)(C)C)cc1	102	0.1
COc1ccc(NCC(=O)N/N=C/C2CCCCC2)cc1	100	-0.1
CC(C)OC(=O)c1cc2c(ccn2C)n1Cc1ccc(Cl)cc1Cl	102	0.3
Cc1cc(/C=C2\C(=O)NC(=S)N(C)C2=O)c(C)n1-c1ccc(C(=O)O)cc1	103	0.6
CCCC12CN3CC(CCC)(CN(C1)C3c1ccccc1)C2=O (stereo not drawn)	108	0.9
CCOc1ccc(C(=O)Nc2ccc(Cl)c(-c3nc4cc(C)cc(C)c4o3)c2)cc1	105	0.1
COc1ccc(CN(Cc2ccco2)C(=O)COc2ccccc2OC)cc1	103	-0.6
NNC(=S)/N=C/c1ccco1	102	0.1
COC(=O)c1oc2nc(C)cc(C)c2c1N	105	1.3
CC(=O)Nc1ccc(N(C)C(C)=O)cc1	102	0.1
CC1=NC2N(C(=S)NC(=O)c3ccco3)N=C(NC(=O)c3ccco3)N2C(OC(=O)c2ccco2)=C1 (stereo not drawn)	97	-0.4
CCCN(C(=O)Cn1ncc2c([nH]c3ccccc32)c1=O)c1ccc(F)cc1	98	-1.8
c1ccc2c(N3CCCCC3)nc(N3CCCC3)nc2c1	97	-1
c1ccc(-c2csc3nc4ccccc4n23)cc1	104	0.6
COc1ccc(C)cc1S(=O)(=O)Nc1cccc(-c2ccc(N3CCC(C)CC3)nn2)c1	114	1.9
CCC(NS(=O)(=O)c1cc(C)ccc1OC)C12CC3CC(CC(C3)C1)C2 (stereo not drawn)	105	0.2

Entries of single compounds as entered above. Values in the order: PV pol inh, PV pol inh FP z-score
CCCC12CN3CC(CCC)(CN(C1)C3c1ccccc1)C2=O (stereo not drawn) is listed with 108, 0.9
Cc1ccc(S(=O)(=O)N(Cc2ccccc2)Cc2ccco2)cc1 is listed with 103, 0.3
CC1=NC2N(C(=S)NC(=O)c3ccco3)N=C(NC(=O)c3ccco3)N2C(OC(=O)c2ccco2)=C1 (stereo not drawn) is listed with 97, -0.4
CCCN(C(=O)Cn1ncc2c([nH]c3ccccc32)c1=O)c1ccc(F)cc1 is listed with 98, -1.8
COc1ccc(CN(Cc2ccco2)C(=O)COc2ccccc2OC)cc1 is listed with 103, -0.6

Other records.
SMILES	PV pol inh	PV pol inh FP z-score
COc1ccc(CC(=O)n2nc(C)cc2C)cc1	100	-0.4
Cc1cc(C)cc(NC(=O)Nc2ccccc2)c1	99	-0.2
CCOC(=O)c1ccc(NC(=O)/C(C#N)=C/c2ccc(OC)cc2)cc1	107	0.6
Nc1ccc2nc(CCCO)[nH]c2c1	54*	-13*
CCN1C(C(=O)c2ccccc2)=C(OC(=O)c2ccc(Cl)cc2)c2ccccc2S1(=O)=O	112	0.9
CN(c1c[nH]c(=O)[nH]c1=O)C1CCCCC1	105	0.2
COc1ccc(-c2nnc(SCC(=O)N3CC(C)OC(C)C3)n2C2CCCCC2)cc1OC (stereo not drawn)	105	0.3
COc1ccc(C(=O)NCC(c2ccc(N(C)C)cc2)N2CCc3ccccc32)c(OC)c1 (stereo not drawn)	97	-1.3
CCOC(=O)c1c(C)[nH]c(C)c1S(=O)(=O)N(C)CC(=O)Nc1ccc(C)cc1Br	113	0.4
COc1ccc(OCC(=O)N2CCC(Cc3ccccc3)CC2)cc1	102	0.1
Cc1ccc(CCNC(c2ccc(F)cc2)c2nnc(-c3ccccc3Cl)o2)cc1 (stereo not drawn)	106	0.4
Cc1ccc(/C=C2\CCCC3=C2Nc2nnnn2C3c2ccc(C)cc2)cc1 (stereo not drawn)	99	-1.3
O=C(Nc1ccc(Cl)cc1F)c1cc(S(=O)(=O)NC2CCCCCC2)ccc1F	103	0.1
COc1ccccc1CNC(=O)COC(=O)c1ccncc1	102	-0.1

Ordered by formula weight (low to high): some entries from above
SMILES	PV pol inh	PV pol inh FP z-score
COc1ccccc1CNC(=O)COC(=O)c1ccncc1	102	-0.1
CCOC(=O)c1ccc(NC(=O)/C(C#N)=C/c2ccc(OC)cc2)cc1	107	0.6
Cc1ccc(CCNC(c2ccc(F)cc2)c2nnc(-c3ccccc3Cl)o2)cc1 (stereo not drawn)	106	0.4
CCN1C(C(=O)c2ccccc2)=C(OC(=O)c2ccc(Cl)cc2)c2ccccc2S1(=O)=O	112	0.9
COc1ccc(-c2nnc(SCC(=O)N3CC(C)OC(C)C3)n2C2CCCCC2)cc1OC (stereo not drawn)	105	0.3
CCOC(=O)c1c(C)[nH]c(C)c1S(=O)(=O)N(C)CC(=O)Nc1ccc(C)cc1Br	113	0.4

Fetched one by one from above (seven):
SMILES	PV pol inh	PV pol inh FP z-score
CN(c1c[nH]c(=O)[nH]c1=O)C1CCCCC1	105	0.2
Nc1ccc2nc(CCCO)[nH]c2c1	54*	-13*
COc1ccc(-c2nnc(SCC(=O)N3CC(C)OC(C)C3)n2C2CCCCC2)cc1OC (stereo not drawn)	105	0.3
COc1ccc(CC(=O)n2nc(C)cc2C)cc1	100	-0.4
CCN1C(C(=O)c2ccccc2)=C(OC(=O)c2ccc(Cl)cc2)c2ccccc2S1(=O)=O	112	0.9
CCOC(=O)c1ccc(NC(=O)/C(C#N)=C/c2ccc(OC)cc2)cc1	107	0.6
COc1ccc(OCC(=O)N2CCC(Cc3ccccc3)CC2)cc1	102	0.1
